Assay outcomes: PubChem BioAssay, several laboratories
Kir21 block: inhibitors of mouse Kir2.1 inward-rectifier potassium channel; hit rate 0.85% among 310,000; Inward rectifier potassium channel 2 (Mus musculus), P35561; B-score at 10 µM; HEK293-Kir2.1, FluxOR thallium flux fluorescence; hits give low values; AID 1672, 2009;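 active = fluorescence ratio B-score at or below minus 3 SD of library scores, with starting-brightness B-score within 2 SD, cut at about -4.2 in these data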;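 note: channel flux triggered by added potassium and thallium sulfate stimulus; B-score of peak minus minimum fluorescence over baseline after thallium stimulus; more negative B-score means stronger Kir2.1 block with less thallium influx; some compounds called inactive have numbers as strong as hits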
STK33 inh: inhibitors of purified STK33 kinase, primary screen, biochemical, ADP-Glo luminescence, homogeneous, cell-free. MBP phosphorylation. inhibition, % at 10 µM. AID 2661, 2010. hit rate 0.073% among 320,000. Serine/threonine-protein kinase 33 (Homo sapiens), Q9BYT3;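 active = inhibition at or above 25%, using the most active replicate where run in duplicate; inactive = inhibition below 25%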
KCNQ2 inh: KCNQ2 potassium channel inhibitors, primary screen, cell-based, CHO-K1, FluxOR thallium flux, B-score (AID 2156) | B-score at 10 µM | Potassium voltage-gated channel subfamily KQT member 2 (Rattus norvegicus), O88943 | hit rate 1.1% among 310,000 | 20 min; hits give low values;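 active = fluorescence ratio B-score at most minus 3 library SDs, with starting brightness B-score within 2 library SDs, cut at about -5.5 in these data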
Target sequence (O88943 whole entry, looked up): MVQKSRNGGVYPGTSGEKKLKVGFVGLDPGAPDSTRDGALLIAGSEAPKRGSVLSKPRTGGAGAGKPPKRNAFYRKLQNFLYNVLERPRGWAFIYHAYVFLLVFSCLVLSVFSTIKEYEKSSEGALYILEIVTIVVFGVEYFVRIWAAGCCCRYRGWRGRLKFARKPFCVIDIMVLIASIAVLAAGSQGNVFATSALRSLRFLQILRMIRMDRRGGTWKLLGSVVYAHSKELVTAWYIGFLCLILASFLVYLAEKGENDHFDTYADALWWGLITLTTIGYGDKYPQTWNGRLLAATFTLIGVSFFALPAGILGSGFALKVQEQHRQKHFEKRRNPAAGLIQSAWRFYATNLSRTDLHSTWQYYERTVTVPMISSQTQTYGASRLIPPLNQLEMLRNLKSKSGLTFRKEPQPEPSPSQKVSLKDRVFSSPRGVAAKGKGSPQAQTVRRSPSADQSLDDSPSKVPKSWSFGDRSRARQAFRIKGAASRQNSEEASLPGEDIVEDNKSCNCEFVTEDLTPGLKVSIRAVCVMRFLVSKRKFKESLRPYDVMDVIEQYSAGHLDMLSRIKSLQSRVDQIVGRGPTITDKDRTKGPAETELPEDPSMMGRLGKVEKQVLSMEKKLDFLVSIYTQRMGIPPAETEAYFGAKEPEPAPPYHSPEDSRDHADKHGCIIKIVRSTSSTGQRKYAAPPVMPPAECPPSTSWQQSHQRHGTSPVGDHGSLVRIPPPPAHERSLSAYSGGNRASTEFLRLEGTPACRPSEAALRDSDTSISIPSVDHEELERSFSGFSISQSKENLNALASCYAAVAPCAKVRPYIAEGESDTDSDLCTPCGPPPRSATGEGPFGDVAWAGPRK
An asterisk follows results filed as active; i = inactive; . = no result given.

Kir21 block	STK33 inh	KCNQ2 inh	Molecule
-0.07	-1.1	i	COc1ccc(Cl)cc1NC(=O)c1cnc2n(c1=O)CCS2
-1.3	-0.6	i	COC(CNC(=O)c1ccc2nc(-c3cccs3)c(-c3cccs3)nc2c1)OC
-4.3*	-3.2	i	OC(CNCc1cccc(Br)c1)c1ccccc1 (stereo not given)
0.34	.	i	Cc1ccc(/C=C/C(=O)NCCc2cccc(Cl)c2)o1
0.02	-0.5	i	CC1CCCN(S(=O)(=O)c2ccc(Cl)s2)C1 (stereo not given)
-0.62	0.6	i	CCOc1cc(CN2CCc3c([nH]c4ccccc34)C2)ccc1OC
-0.47	-0.5	i	Cc1onc(-c2c(Cl)cccc2Cl)c1C(=O)c1c[nH]c(C(=O)NCCCN2CCOCC2)c1
0.29	0.3	i	O=C(c1nnc(Cc2ccc(Cl)cc2)o1)N1CCc2ccccc2C1
0.69	4.7	i	COc1ccc(-c2nc3ccc([N+](=O)[O-])cc3[nH]2)cc1
0.14	0.7	i	O=C(NCCCn1ccnc1)C(=O)c1c[nH]c2ccccc12
0.54	-0.7	i	COc1ccccc1NC(=O)CCN1C(=O)c2ccccc2C1=O
0.05	0.1	i	Cc1ccc(S(=O)(=O)Nc2ccc(N(C)C)cc2)cc1
0.88	0.3	i	CCSc1ccc(-c2cccc([N+](=O)[O-])c2)nn1
0.56	1.7	i	CC(C)(C)C(=O)Oc1ccc2cc(-c3ccc4ccccc4n3)c(=O)oc2c1
-0.21	0.3	i	COc1cccc(S(=O)(=O)NCc2ccc(C(=O)NCc3ccco3)cc2)c1
0.68	-2.2	i	CN(C)CCCNC(=S)N(CCO)Cc1cc2cc3c(cc2[nH]c1=O)OCO3
-0.05	0.7	i	COC(=O)c1cn(NC(=O)COc2ccc(Cl)cc2)c(=O)c2ccccc12
-0.23	-0.5	i	Cc1ccc2cc(S(=O)(=O)NCCCN3CCOCC3)ccc2c1
-1.8	1.2	i	O=C(NCCCO)c1nc2ccccc2s1
-3.1	0.3	i	CCN1CCN(c2c(Cl)cccc2NC(=O)c2ccc([N+](=O)[O-])o2)CC1
0.86	-0.2	i	COCCNC(=O)c1c(N)n(/N=C/c2cccs2)c2nc3ccccc3nc12
0.78	-0.4	i	COc1ccc(N=Nc2ccc3ccccc3c2)c(O)c1
-1.4	0.0	i	COc1ccc(NC(=O)c2ccc(-n3cccn3)nc2)cc1
0	-1.2	i	CC(C(=O)O)N1C(=O)C2C3c4ccccc4C(c4ccccc43)[C@@H]2C1=O (stereo not given in full)
-1.4	-1.1	i	CC(C)CCNC(=O)C1CCN(c2nc3ccccc3o2)CC1
0.26	-1.0	i	COc1ccc(C2(C(=O)Nc3ccc(S(=O)(=O)Nc4nc(C)cc(C)n4)cc3)CCCC2)cc1OC
0.32	0.3	i	c1ccc(-c2noc(CN3CCN(c4ccccc4)CC3)n2)cc1
-0.84	0.9	i	Cc1ccc(-c2nc(CS(=O)CC(=O)NCCN3CCOCC3)c(C)o2)cc1 (stereo not given)
-2.6	-0.7	i	C#CC(C)OC(=O)C(C)NC(=O)c1ccccc1 (stereo not given)
-0.86	.	i	Cc1ccnc2nc(C(=O)OCC(=O)NCCc3ccc(Cl)cc3)nn12
-0.32	-1.1	i	O=C1CCCC2=C1Sc1ccc(Cl)cc1N2
-0.05	-0.5	i	CCOC(=O)N1CCN(Cc2c(NC(=O)c3ccco3)sc(C)c2C)CC1
-0.64	-0.6	i	Cc1ccccc1NS(=O)(=O)c1ccc2[nH]cc(C(=O)NCCCN3CCOCC3)c(=O)c2c1
1.1	0.3	i	COc1ccc(/C=N/NC(=O)CNc2c(Br)cc(C)cc2Br)c(C(=O)O)c1OC
0	-1.9	i	N#C/C(=C(/O)COC(=O)c1ccc(C#N)cc1)c1nc2ccccc2s1
0.7	-0.9	i	O=C(NCc1ccncc1)Nc1ccc(F)cc1
-0.39	-0.8	i	Nc1nc(CN2CCN(C(=O)c3ccco3)CC2)nc(Nc2cccc(Cl)c2)n1
-2.4	0.6	i	CC(OC(=O)CCCOc1ccccc1)C(=O)Nc1ccc(Cl)cn1 (stereo not given)
-0.33	0.2	i	COCCNC(=O)C(c1ccc(C)cc1)N(C(=O)C(=O)NC1CCCC1)c1ccc2c(c1)OCCO2 (stereo not given)
1.8	-0.3	i	COc1ccc(/C=N/n2cnnc2)cc1COc1ccccn1
3.5	-1.1	i	O=C(NC(=S)N1CCc2ccccc21)c1ccccc1
0.33	-0.5	i	COc1ccc(-c2cc(C(=O)N/N=C/c3sccc3C)c3ccccc3n2)c(OC)c1
-1.1	-1.8	i	Cc1ccccc1NC(=S)N(Cc1cccnc1)Cc1ccco1
0.02	-1.6	i	O=C(NCC(c1ccco1)N1CCCC1)c1ccccc1F (stereo not given)
-0.31	-1.3	i	Cc1cc(C)n2[nH]c(=O)c(N=Nc3cccc(Cl)c3)c2n1
0.16	-1.5	i	Cc1c(C)c2ccc(O[C@@H]3O[C@H](CO)[C@H](O)[C@H](O)[C@H]3O)cc2oc1=O
-1.4	-0.4	i	CC1(C)Cc2cccc(Oc3ccc(S(=O)(=O)N4CCCC4)cn3)c2O1
-2	-0.6	i	CCOc1cc(/C=N/NC(=O)CN2CCCCC2)ccc1OCc1ccccc1
-0.01	-0.5	i	N#C/C(=C\c1ccc(F)c(Br)c1)C(=O)NC1CC1
0.45	-0.4	i	COC(=O)c1c(C(=O)OC)c(-c2cccc(Cl)c2)n2c1CS(=O)(=O)C2

Following part
Kir21 block	STK33 inh	KCNQ2 inh	Molecule
-0.7	-0.2	i	O=C(OCc1nnc(-c2ccccc2)o1)c1ccc2c(c1)OCO2
-0.13	-1.6	i	COc1ccc(N(C(=O)c2ccco2)C(C(=O)NC2CCCC2)c2ccncc2)cc1 (stereo not given)
-0.12	-1.0	i	CCCCSc1nnc(-c2cc(Br)ccc2N)c(=O)[nH]1
-0.07	-0.6	i	CCOC(=O)c1ccc(Nc2nc(=O)c3cccnc3s2)cc1
-0.26	-0.8	i	CC(=O)Nc1cc(C(=O)N2CCc3ccccc3C2)ccc1Sc1ccc(Cl)cc1
0.04	-1.2	i	CC1CCCC(NC(=O)CCNC(=O)c2ccc([N+](=O)[O-])cc2)C1C (stereo not given)
-0.14	-0.9	i	CCNc1nc(NC(C)(C)C)nc(N(C#N)CC)n1
-0.79	0.0	i	COc1ccc(CC(CC(=O)O)C(=O)Nc2ccccc2)cc1 (stereo not given)
-0.33	0.3	i	CCCCc1nc(SCCOC)c2c(=O)n(C)c(=O)n(C)c2n1
-0.4	0.2	i	C=CCSc1nc2ccsc2c(=O)n1-c1ccccc1
1.7	-1.9	i	O=S(=O)(c1ccc2oc3ccccc3c2c1)N1CCCC1
-0.02	-1.7	i	Cc1ccc(S(=O)(=O)N2CCN(C(=O)CSc3nnc(-c4ccco4)o3)CC2)cc1
0.82	0.0	i	Cc1ccc(SCCNC(=S)Nc2ccc(C)cc2C)cc1
-0.78	-0.1	i	O=C(CSc1ccccc1C(=O)O)NC1CCCCCC1
0.04	-0.7	i	CN(CC1CCCN(CCc2ccc(F)cc2)C1)C(=O)CCC(F)(F)F (stereo not given)
0.75	1.0	-7.4*	CCC/C=C(\CCC)C(NC(=O)Cc1ccccc1)c1ccc(C(=O)OC)cc1 (stereo not given)
-0.36	-0.6	i	FC(F)(F)c1cccc(NC(=S)N2CCCC2)c1
1.2	0.0	-7.1*	O=C(Cc1cccs1)NCCSc1c(-c2ccc(Cl)cc2)[nH]c2ccccc12
0.04	0.2	i	CCOc1ccc(NS(=O)(=O)c2ccc(C(=O)NCC(c3ccco3)N(C)C)cc2)cc1 (stereo not given)
1.1	-0.9	i	CC(NC(=O)c1csc2ccccc12)C1CCCO1 (stereo not given)
0.92	-2.3	i	Cc1c(N)cccc1-c1nc2ccccc2[nH]1
1.7	-3.0	i	CCOC(=O)/C=C/C(=O)Nc1ccccc1C(=O)NC1CCCCC1
-0.43	-0.4	i	CC1CC(C)CN(S(=O)(=O)c2cccc(C(=O)N3C(=O)c4cccc(N)c4C3=O)c2)C1 (stereo not given)
-0.08	1.2	i	Oc1ccc(N=Nc2ccc3ccccc3c2)cc1
-1.8	-1.2	i	COC(=O)c1cn(C(=O)c2cc(C)cc(C)c2)c2ccccc12

Given in CSV form: 6 of the compounds above
SMILES,Kir21 block,STK33 inh,KCNQ2 inh
CN(CC1CCCN(CCc2ccc(F)cc2)C1)C(=O)CCC(F)(F)F (stereo not given),0.04,-0.7,i
CCOc1ccc(NS(=O)(=O)c2ccc(C(=O)NCC(c3ccco3)N(C)C)cc2)cc1 (stereo not given),0.04,0.2,i
CC1CCCC(NC(=O)CCNC(=O)c2ccc([N+](=O)[O-])cc2)C1C (stereo not given),0.04,-1.2,i
CCCCSc1nnc(-c2cc(Br)ccc2N)c(=O)[nH]1,-0.12,-1.0,i
O=C(OCc1nnc(-c2ccccc2)o1)c1ccc2c(c1)OCO2,-0.7,-0.2,i
O=C(Cc1cccs1)NCCSc1c(-c2ccc(Cl)cc2)[nH]c2ccccc12,1.2,0.0,-7.1*

New compounds follow:
Kir21 block	STK33 inh	KCNQ2 inh	Molecule
1.3	0.0	i	OC(CN1CCN(c2ccccc2)CC1)c1c[nH]c2ccccc12 (stereo not given)
-0.52	-1.7	i	CCNC(=O)Nc1ccc(OC)cc1OC
0.73	-2.4	i	O=C(O)CN1C(=O)/C(=C2\SC(=S)N(C(Cc3ccccc3)C(=O)O)C2=O)c2ccccc21 (stereo not given)
0.87	-0.3	i	CN(C)C(CNC(=O)c1cc(S(=O)(=O)N(C)Cc2ccccc2)ccc1Cl)c1ccco1 (stereo not given)
-1.2	-1.0	i	COc1ccc(/C=C/c2nc(S(=O)(=O)c3ccccc3)c(N(C)C)o2)cc1OC
0.03	0.4	i	CCS(=O)(=O)N1CCCC(C(=O)NCCN2CCC(Cc3ccccc3)CC2)C1 (stereo not given)
-0.26	-1.8	i	CC1Sc2ccc(S(=O)(=O)CCC(=O)NCc3ccc(Cl)cc3)cc2NC1=O (stereo not given)
-0.02	-2.0	i	Nc1nnc(SCC(=O)NCc2ccc3c(c2)OCO3)s1
-1.9	.	i	CCOC(=O)CSc1nnc(-c2ccco2)n1-c1ccc(C)cc1
-0.01	1.2	i	Cc1ccc(S(=O)(=O)N2CC=C(c3ccc(F)cc3)CC2)cc1
-0.25	-0.9	i	CSc1nnc(-c2ccccc2Cl)n1N
-1.4	-1.3	i	Cc1ccc(/C=C/C(=O)NCc2ccccn2)o1
-0.68	-0.9	i	O=C(Cc1ccc(Br)cc1)NCCc1ccccc1
-3	-1.7	i	CCOC(=O)c1sc(NC(=O)CSc2n[nH]c(-c3ccc(Cl)cc3Cl)n2)c(C#N)c1C
-0.59	0.7	i	COc1cc2[nH]c(=S)nc(NCC3CCCO3)c2cc1OC (stereo not given)
1.1	0.2	i	O=C(CSC1=NCCS1)N1CCc2ccccc21
-7.3*	.	-7.6*	O=C(O)c1cccc(NC2=C(Cl)C(=O)c3ccccc3C2=O)c1
3.5	0.4	i	Cc1cc2c3c([nH]c2cc1S(=O)(=O)NCCCOC(C)C)CC(C)(C)CC3=O
0.59	-0.6	i	Cc1ccc(Cn2cccc(-c3nc4ccccc4s3)c2=O)cc1
-0.07	-2.1	i	O=C(CSc1ccc2c(c1)OCCO2)Nc1ccc(Br)cn1
-1.3	-1.1	i	CCOC(=O)c1cc2occc2n1Cc1c(F)cccc1Cl
0.08	.	i	Cn1c(CNC(=O)c2ccco2)nnc1SCCOc1ccccc1
-0.54	-2.1	i	Cc1ccc(SCC(=O)NN2C(=O)c3ccccc3C2=O)cc1
0.09	-0.9	i	Cc1nn(C)cc1CN(C)Cc1ccc(OCC(O)CN2CCCCC2)cc1 (stereo not given)
0.08	-0.4	i	CN(/C=C/C(=O)C(F)(F)C(F)(F)F)Cc1ccccc1

Reprinted from the part before: 3 compounds, followed by the next part.
Kir21 block	STK33 inh	KCNQ2 inh	Molecule
-0.54	-2.1	i	Cc1ccc(SCC(=O)NN2C(=O)c3ccccc3C2=O)cc1
0.09	-0.9	i	Cc1nn(C)cc1CN(C)Cc1ccc(OCC(O)CN2CCCCC2)cc1 (stereo not given)
0.08	-0.4	i	CN(/C=C/C(=O)C(F)(F)C(F)(F)F)Cc1ccccc1
-0.97	-0.7	i	C(=N\n1cnnc1SCc1ccccc1)/c1ccco1
-0.17	-2.3	i	O=C(NNC1=NS(=O)(=O)c2ccccc21)c1ccc([N+](=O)[O-])cc1
4.3	-0.9	i	CCOC(=O)C1=C(CN2CCN(C(=O)OCC)CC2)NC(=O)NC1c1ccc2c(c1)OCO2 (stereo not given)
0.15	-0.5	i	O=C(c1ccc(F)cc1)[C@@H]1[C@@H](C(=O)c2ccccc2)[C@@]2(C(=O)Nc3ccccc32)[C@H]2c3ccccc3C=CN12
-0.26	-1.9	i	O=C(CSc1oc(-c2ccccc2)nc1S(=O)(=O)c1ccc(F)cc1)NCC1CCCO1 (stereo not given)
0.08	-0.3	i	O=C(O)CC(CN1C(=O)c2ccccc2C1=O)c1ccccc1 (stereo not given)
0.63	-1.6	i	CC(C)(C)OC(=O)NC(CC(=O)OCc1ccccc1)C(=O)O (stereo not given)
-2.1	0.2	i	Cc1ccc(S(=O)(=O)NNC(=O)c2ccoc2C)cc1

The order is random (roughly 1.9% active in at least one column).
